TDP-43 yeast inh – TDP-43 toxicity inhibition in yeast | Potency, µM (doses to about 46.1 µM), without a hit: at the top dose growth rescue (activation), most hits filed as activators | hit rate 1.8% among 410,000 | TDP-43 expressing yeast growth rescue, BacTiter-Glo, 24 h; also: potency is read from the fitted curve at half-maximal effect; % of control where 0% means no effect; nearly all actives have a fitted effect of over 50% in size
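Readout is BacTiter-Glo luminescence of cell growth, so inhibitors register as activators. TDP-43-expressing yeast at OD600=0.02 in galactose medium, after raffinose pregrowth to mid-log, were incubated with compound for 24 hr at 30 deg C.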
PTHR1 agonist – agonists of human PTHR1 parathyroid hormone receptor; hit rate 0.075% among 410,000; AID 743266; Q03431; HEK293 GP2 PTHR1 cells, GloSensor cAMP luminescence, 1 h; Potency, µM (top dose mostly 115 µM), inactives show top-dose activation, actives largely listed as activators; also: potency is read from the fitted curve at half-maximal effect; nearly all actives have a fitted effect of over 55% in size; some results filed as inactive show a strong effect at the top dose; inactives centre near -15; many of its hits are not listed in these tables
Target sequence (Q03431 whole entry, looked up): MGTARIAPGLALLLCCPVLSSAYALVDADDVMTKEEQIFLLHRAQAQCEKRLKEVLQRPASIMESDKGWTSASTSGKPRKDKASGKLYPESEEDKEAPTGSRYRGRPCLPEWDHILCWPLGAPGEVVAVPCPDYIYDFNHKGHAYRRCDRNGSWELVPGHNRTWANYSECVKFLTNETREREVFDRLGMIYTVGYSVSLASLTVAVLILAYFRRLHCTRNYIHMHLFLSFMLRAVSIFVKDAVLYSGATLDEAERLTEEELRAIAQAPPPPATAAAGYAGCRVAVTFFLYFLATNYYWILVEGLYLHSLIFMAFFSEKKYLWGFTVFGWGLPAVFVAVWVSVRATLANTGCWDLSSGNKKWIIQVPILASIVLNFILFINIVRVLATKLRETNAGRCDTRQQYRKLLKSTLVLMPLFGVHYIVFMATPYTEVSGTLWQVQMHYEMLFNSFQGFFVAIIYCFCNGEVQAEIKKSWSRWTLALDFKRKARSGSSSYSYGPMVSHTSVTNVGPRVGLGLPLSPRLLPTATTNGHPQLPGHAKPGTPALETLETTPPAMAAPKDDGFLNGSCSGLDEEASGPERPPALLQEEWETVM
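HEK-293-derived GP2 cells expressing PTHR1 and a GloSensor cAMP reporter, 3,000/well, plated overnight, given luciferin plus IBMX (each 0.5 mM as added) for 1 h at 37 °C, then compound for 1 h at 37 °C. Luminescence was read after 15 min at room temperature.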
aSyn yeast inh – rescues yeast growth from alpha-synuclein toxicity. Potency, µM (top dose mostly 46.1 µM), for the others: top-dose growth rescue (activation), usual class: activators. Yeast expressing alpha-synuclein, growth rescue, BacTiter-Glo, 24 h. hit rate 0.14% among 370,000; also: potency is read from the fitted curve at half-maximal effect; % of control where 0% means no effect; nearly all actives have a fitted effect of over 65% in size
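Screening used galactose-induced yeast with toxic alpha-synuclein levels, exposed to compound for 24 hr at 30 deg C. Cell growth, read with BacTiter-Glo luminescence, gave the measured signal.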
HEK293 tox – cytotoxicity in counter-screen for GLP-1R inverse agonists; HEK293 cAMP-luciferase reporter cells, luminescence, 24 h; Potency, µM (top dose mostly 38.3 µM), without a hit: at the top dose activity change, negative = inhibition, usual class: inhibitors; hit rate 0.13% among 410,000; AID 624418;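 also: loss of luciferase light is scored as toxicity; potency is read from the fitted curve at half-maximal effect; % is scaled to controls: 0 for no effect and ±100 for the full control effect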
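MLSMR compounds, 24 hr on cells at 37 deg C/5% CO2; luminescence after luciferase reagent (12 min RT). Inhibition counted as the undesired cytotoxic outcome.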
Mm-Cpn inhibitor – M. maripaludis TRiC chaperonin inhibition; purified Mm-Cpn ATPase, ADP Transcreener TR-FRET; Potency, µM (top dose mostly 76.9 µM), without a hit: at the top dose activity, negative = inhibition, most hits filed as inhibitors; hit rate 0.031% among 330,000; AID 504842; also: potency is read from the fitted curve at half-maximal effect; % is scaled to controls: 0 for no effect and ±100 for the full control effect; nearly all actives have a fitted effect of over 80% in size
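Eu-cryptate anti-ADP/ADP-d2 competition gives a ratio inversely related to ADP. Enzyme at 25 nM was pre-exposed to compound for 10 min, then given 10 uM ATP for 30 min, 37°C throughout.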
Akt phos inh – Akt phosphorylation inhibition; Neuro2A IGF-stimulated pAkt S473 HTRF, 20 min; stronger effect = lower value; activity change, % for hits at 50 µM; hit rate 0.32% among 360,000; AID 651550; in the data active = activity change below about -80%; inconclusive = mostly about -51% to -80%; also: % is scaled to controls: 0 for no effect and ±100 for the full control effect
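Neuro2A cells (4,500/well, DMEM with 0.5% FBS) were treated with compound at a single 50 µM final concentration, stimulated with 6 nM IGF for 20 min at 37 °C, and lysed. Phospho-Akt Ser473 was read by HTRF as 665/615 ratio ×10^4.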
Abeta rescue – compounds reversing amyloid beta toxicity in yeast | yeast expressing A-beta42, growth rescue, OD600, 48 h; response scale: 0% DMSO, 100% iron-clioquinol control | Potency, µM (titrated, usually from 46.1 µM), inactives show at the highest dose growth rescue, usual class: activators | hit rate 0.063% among 410,000 | AID 1347071; also: potency is read from the fitted curve at half-maximal effect; nearly all actives have a fitted effect of over 55% in size
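Growth rescue measured by 600 nm absorbance after 48 h yeast culture at 30 C with compound. Values normalized between DMSO and an equimolar ferric chloride plus clioquinol control.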
FUS yeast rescue – rescues growth of FUS-expressing yeast; S. cerevisiae FUS-expressing, growth rescue, OD600, 24 h; Potency, µM (series often up to 76.6 µM), without a hit: top-dose growth rescue (activation), usual class: activators; hit rate 0.24% among 390,000;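 also: potency is read from the fitted curve at half-maximal effect; plate controls were DMSO vehicle for no effect and reference control for full effect; nearly all actives have a fitted effect of over 55% in size; some results filed as inactive show a strong effect at the top dose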
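Yeast expressing FUS under galactose induction, OD 0.005 in 2% galactose medium; compounds in a dilution series, 24 h at 30C. Growth rescue by absorbance at 600 nm; CP55940 positive control, DMSO negative.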
GLP1R inv ag – GLP-1 receptor (human) inverse agonism; hit rate 1.6% among 410,000; HEK293 GLP-1R CRE-luciferase, luminescence, 24 h; GLP-1R form is constitutively active; AID 624417; Potency, µM (doses to about 38.3 µM), for the others: at the highest dose activity change, negative = inhibition, hits mostly inhibitors; P43220; also: potency is read from the fitted curve at half-maximal effect; % is scaled to controls: 0 for no effect and ±100 for the full control effect; nearly all actives have a fitted effect of over 55% in size
Target sequence (P43220 whole entry, looked up): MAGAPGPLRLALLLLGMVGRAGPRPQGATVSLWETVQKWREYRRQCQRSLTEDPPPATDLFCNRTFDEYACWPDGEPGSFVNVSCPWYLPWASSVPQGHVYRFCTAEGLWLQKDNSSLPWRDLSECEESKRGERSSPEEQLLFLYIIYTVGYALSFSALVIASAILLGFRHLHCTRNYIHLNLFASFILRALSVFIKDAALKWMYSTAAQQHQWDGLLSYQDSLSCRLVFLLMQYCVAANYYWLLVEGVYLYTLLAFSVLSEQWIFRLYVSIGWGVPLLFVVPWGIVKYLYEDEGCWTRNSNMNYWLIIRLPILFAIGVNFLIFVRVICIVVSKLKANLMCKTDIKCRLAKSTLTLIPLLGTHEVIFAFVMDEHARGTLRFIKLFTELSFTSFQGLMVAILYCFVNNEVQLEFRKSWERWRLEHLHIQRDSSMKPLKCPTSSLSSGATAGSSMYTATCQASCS
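Seeding at 200 cells/uL, 12 h culture, 24 hr compound treatment, then luciferase reagent and a luminescence read; cells are HEK293 stably expressing a constitutively active GLP-1R plus cAMP-responsive luciferase.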
Starred values were filed as active, the others as inactive; i = inactive; ? = inconclusive; . = no result given; [ ] = remark or other dose. Unless noted, calls follow the shape of the dose curve; as a rule, active = well fitted curve in the direction sought with a large enough effect; inconclusive = small, poorly fitted or top-dose-only effect, or another doubt; inactive = no such curve, though single readings can be large; an effect the other way counts as inactive or inconclusive. These rows are one share of the data; rates above refer to the full screens.

item	compound	TDP-43 yeast inh	PTHR1 agonist	aSyn yeast inh	HEK293 tox	Mm-Cpn inhibitor
1	COc1ccc2cc(C(=O)COC(=O)COc3ccc4c(C)cc(=O)oc4c3)ccc2c1	-13%	-15%	-2%	7%	-18%
2	CCOc1ccc(CCNC(=O)CN2N=C(c3ccccc3)CCC2=O)cc1OCC	6%	-14%	.	0%	.
3	Cc1ccc(C)c(NC(=S)NCc2ccc3c(c2)OCO3)c1	?	-18%	-1%	8%	3%
4	O=C(Nc1ccc(C2CCCCC2)cc1)C1CCN(c2ncccn2)CC1	0%	-13%	4%	-1%	0%
5	CC(=O)Nc1ccc(C(=O)CCl)cc1	10µM*	-3%	-23%	-9%	3%
6	CCOC(=O)N/N=C/c1cn(Cc2ccc(F)cc2)c2ccccc12	29%	i	0%	4%	-2%
7	CCN1CCN(S(=O)(=O)Cc2ccccc2Cl)CC1	-5%	i	-4%	4%	2%
8	Cc1cccc(-c2nnc(SCC(=O)N3CCCc4ccccc43)o2)c1	?	-38%	.	-3%	.
9	Cc1[nH]c(=O)c(S(=O)(=O)c2ccccc2)c(C)c1Cl	3%	i	-5%	5%	4%
10	CC(C)(C)OC(=O)C(C)(C)Sc1nnc(N)s1	-20%	-35%[inhibitor]	-3%	4%	-1%
11	CC1C(C(=O)Nc2ccccc2)CCCC1(C)C(=O)O (stereo unspecified)	2%	i	2%	-5%	4%
12	COc1ccc(NC(=O)C2CCCN2S(=O)(=O)c2ccc3nc(-c4ccccc4)[nH]c3c2)cc1 (stereo unspecified)	-9%	i	-10%	-14%	.

item	Akt phos inh	Abeta rescue	FUS yeast rescue	GLP1R inv ag
1	i	-2%	15%	16%
2	.	3%	26%	13%
3	i	-12%	20%	?
4	i	8%	-7%	0%
5	i	-27%	-31%	5%
6	i	-2%	-1%	?
7	i	-3%	-6%	-4%
8	.	-3%	45%	?
9	i	11%	12%	-26%
10	i	-12%	-11%	5%
11	i	6%	12%	-2%
12	.	-20%	-4%	-31%

Compound profiles, as listed above. Order of values: TDP-43 yeast inh, PTHR1 agonist, aSyn yeast inh, HEK293 tox, Mm-Cpn inhibitor, Akt phos inh, Abeta rescue, FUS yeast rescue, GLP1R inv ag
Profile of CC1C(C(=O)Nc2ccccc2)CCCC1(C)C(=O)O (stereo unspecified) → 2%, i, 2%, -5%, 4%, i, 6%, 12%, -2%
Profile of COc1ccc(NC(=O)C2CCCN2S(=O)(=O)c2ccc3nc(-c4ccccc4)[nH]c3c2)cc1 (stereo unspecified) → -9%, i, -10%, -14%, ., ., -20%, -4%, -31%
Profile of COc1ccc2cc(C(=O)COC(=O)COc3ccc4c(C)cc(=O)oc4c3)ccc2c1 → -13%, -15%, -2%, 7%, -18%, i, -2%, 15%, 16%
Profile of CC(C)(C)OC(=O)C(C)(C)Sc1nnc(N)s1 → -20%, -35%[inhibitor], -3%, 4%, -1%, i, -12%, -11%, 5%

Two neighbouring compounds out of the list so far, for reference:
item	compound	TDP-43 yeast inh	PTHR1 agonist	aSyn yeast inh	HEK293 tox	Mm-Cpn inhibitor
11	CC1C(C(=O)Nc2ccccc2)CCCC1(C)C(=O)O (stereo unspecified)	2%	i	2%	-5%	4%
12	COc1ccc(NC(=O)C2CCCN2S(=O)(=O)c2ccc3nc(-c4ccccc4)[nH]c3c2)cc1 (stereo unspecified)	-9%	i	-10%	-14%	.

item	Akt phos inh	Abeta rescue	FUS yeast rescue	GLP1R inv ag
11	i	6%	12%	-2%
12	.	-20%	-4%	-31%

Other entries follow:
item	compound	TDP-43 yeast inh	PTHR1 agonist	aSyn yeast inh	HEK293 tox	Mm-Cpn inhibitor
13	CCOC(=O)C(C)Sc1nnc2n1C(C)(C)Cc1ccccc1-2 (stereo unspecified)	21%	-1%[57.5 µM]	9%	-8%	0%
14	Cc1cccc(-c2cc(NCCc3cccnc3)n3nccc3n2)c1	15%	-7%	4%	8%	.
15	COC(=O)c1ccc(CSc2nc3c(cnn3-c3ccc(Cl)cc3)c(=O)[nH]2)o1	-12%	-1%[57.5 µM]	5%	-3%	-1%
16	Cn1ccc(C(=O)OCC(=O)c2ccccc2)n1	-15%	i	-1%	-5%	0%
17	O=C(/C=C/c1ccc2ccccc2n1)c1cc(Br)ccc1O	?	i	14%	-22%	0%
18	COc1ccccc1CCNC(=O)CSc1ccc(-c2ccco2)nn1	-7%	-5%	2%	-1%	-5%
19	CSc1nnc(-c2cnccn2)n1Cc1ccccc1	-6%	21%[57.5 µM]	-10%	8%	0%
20	CCCCNC(=S)Nc1ccc2cn[nH]c2c1	0%	-20%	-2%	-5%[1.53 µM]	0%
21	COc1ccc(C(=O)/C=C/c2ccc3c(c2)OCCO3)cc1	20µM*	-28%	0%	-16%	-3%
22	COC(=O)n1c(=O)oc2cc(S(=O)(=O)N3CCCCC3)ccc21	-11%	i	3%	1%	1%
23	CCOC(=O)c1c(C)oc2nc(C)nc(Nc3cc(C)ccc3OC)c12	12%	?	.	3%	.
24	CC1(C)CC(=O)c2sc(NS(=O)(=O)c3ccccc3)nc2C1	-9%[9.22 µM]	i	0%	0%[7.66 µM]	-3%

item	Akt phos inh	Abeta rescue	FUS yeast rescue	GLP1R inv ag
13	i	6%	20%	0%
14	i	-3%	-5%	-1%
15	.	15%	28%	7%
16	i	3%	?	23%
17	i	13%	7%	-43%
18	i	6%	17%	-2%
19	.	10%	4%	0%
20	i	8%	-11%	-1%
21	i	-18%	11%	?
22	.	4%	20%	-4%
23	.	-13%	-15%	-1%
24	i	-10%	27%	7%[7.66 µM]

(listing goes on)
item	compound	TDP-43 yeast inh	PTHR1 agonist	aSyn yeast inh	HEK293 tox	Mm-Cpn inhibitor
25	CCc1ccc(N2CCn3c2nc2c3c(=O)n(CCCc3ccccc3)c(=O)n2C)cc1	11%	-12%	.	24%	.
26	Cc1ccc(C2CC(c3cccs3)=NN2C(=O)c2ccco2)o1 (stereo unspecified)	17%	i	15%	-5%	-3%
27	Cc1ccccc1OCC(O)CN1CCN(c2ccc(Cl)cc2)CC1 (stereo unspecified)	3%	-47%[inhibitor]	3%	-3%	0%
28	Nc1cc(C(=O)OCC(=O)N2CCC(Cc3ccccc3)CC2)ccc1Cl	5%	-38%[inhibitor]	0%[1.84 µM]	1%	2%
29	Cc1csc2nc(SCC(=O)Nc3ccccc3F)[nH]c(=O)c12	0%	i	-14%	5%	0%
30	O=C(NC1CCCC1)N[C@@H]1CC[C@@H](CC(=O)N2CCOCC2)O[C@@H]1CO	17%	i	0%	-4%	.
31	O=C(COC(=O)c1ccc(O)cc1O)Nc1ncc(Cl)cc1Cl	5%	-41%[inhibitor]	4%	-4%	-11%
32	O=C(O)CCCC1(C(=O)O)CCCC1	-1%	i	6%	-18%	.
33	CCn1c(SCC(=O)O)nc2ccccc21	17%	-33%[inhibitor]	3%	-15%	-1%
34	Fc1ccc(-c2nnn(Cc3ccc(F)cc3Cl)n2)cc1	0%	-22%	-8%	12%	-1%
35	COC(=O)CSc1snnc1-c1ccc(Cl)c(Cl)c1	27%	i	11%	5%	1%
36	O=C(C1CCN(Cc2nc(-c3ccc(Cl)cc3)no2)CC1)N1CCOCC1	2%	-19%	-6%	3%	-1%

item	Akt phos inh	Abeta rescue	FUS yeast rescue	GLP1R inv ag
25	.	-10%	-16%	11%
26	i	14%	16%	?
27	i	7%	-20%	?
28	i	4%	6%	-13%
29	i	-6%	15%	29%
30	i	5%	-14%	6%
31	i	2%	6%	-10%
32	i	-8%	-12%	5%
33	i	-4%	-3%	2%
34	i	-3%	7%	?
35	i	2%	6%	0%
36	i	-11%	-22%	-13%

The list goes on:
item	compound	TDP-43 yeast inh	PTHR1 agonist	aSyn yeast inh	HEK293 tox	Mm-Cpn inhibitor
37	C/C=C(/C)C(=O)O[C@@H]1c2c(ccc3ccc(=O)oc23)OC(C)(C)[C@@H]1OC(C)=O	4%	-35%[inhibitor]	-1%	2%	-3%
38	O=C(O)c1cccc2c1C(=O)c1ccc(N3CCN(Cc4ccc5c(c4)OCO5)CC3)cc1S2(=O)=O	20%	-26%	0%	26%	.
39	O=C(Nc1ccc(C(=O)N2CCN(c3ccncc3)CC2)cc1)c1ccc(Br)o1	10%	i	-2%	-13%	.
40	CSc1ccc(CCNC(=O)c2ccc(-c3nc(COc4ccccc4)c(C)o3)cc2)cc1	15%	1%	.	0%	.
41	CCc1c(-c2ccc(Cl)cc2)ncn1Cc1cccc(-c2ccccc2)c1	-54%[inhibitor]	-57%[inhibitor]	-38%[inhibitor]	2%	.
42	Cc1ccc(-c2csc(NC(CO)c3nc4ccccc4n3CCOCCO)n2)cc1 (stereo unspecified)	-11%	i	8%	-2%	.
43	CNC(=O)c1ccc2c(c1)N(Cc1ccccc1Cl)C(=O)c1ccccc1S2	?	-16%	.	3%	.
44	COCCCNC(=O)C1CCCN(C(=O)Nc2ccc(OC)cc2)C1 (stereo unspecified)	1%	0%[57.5 µM]	-3%	-3%	1%
45	COC(=O)c1cccc(-n2cnnn2)c1	4%	i	-1%	69%[activator]	0%
46	O=S(=O)(NCCC1=CCCCC1)c1ccccc1Cl	22%	-17%	15%	17%	-13%

item	Akt phos inh	Abeta rescue	FUS yeast rescue	GLP1R inv ag
37	i	3%	8%	5%
38	i	-1%	-2%	7%
39	i	-10%	11%	24%
40	.	2%	-15%	7%
41	i	-38%	?	?
42	i	-6%	34%	23%
43	.	17%	?	-28%
44	i	3%	18%	0%
45	i	16%	-3%	19%
46	i	-34%[inhibitor]	2%	?
